RBX1-CUL1 inh: inhibitors of human ROC1-CUL1 ubiquitin ligase activity; E3 ubiquitin-protein ligase RBX1 (Homo sapiens) + Cullin-1 (Homo sapiens), P62877+Q13616; in vitro K48 di-Ub FRET, acceptor:donor ratio, 45 min; inhibition, % at 10 µM; 0.6% of 140,000 active; AID 1347404, 2020; in the data active = inhibition above about 25%
Target sequence (P62877 whole entry, looked up): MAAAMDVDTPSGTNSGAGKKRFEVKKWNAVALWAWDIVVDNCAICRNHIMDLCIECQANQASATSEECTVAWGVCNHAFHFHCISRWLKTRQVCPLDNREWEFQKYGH
Target sequence (Q13616 whole entry, looked up): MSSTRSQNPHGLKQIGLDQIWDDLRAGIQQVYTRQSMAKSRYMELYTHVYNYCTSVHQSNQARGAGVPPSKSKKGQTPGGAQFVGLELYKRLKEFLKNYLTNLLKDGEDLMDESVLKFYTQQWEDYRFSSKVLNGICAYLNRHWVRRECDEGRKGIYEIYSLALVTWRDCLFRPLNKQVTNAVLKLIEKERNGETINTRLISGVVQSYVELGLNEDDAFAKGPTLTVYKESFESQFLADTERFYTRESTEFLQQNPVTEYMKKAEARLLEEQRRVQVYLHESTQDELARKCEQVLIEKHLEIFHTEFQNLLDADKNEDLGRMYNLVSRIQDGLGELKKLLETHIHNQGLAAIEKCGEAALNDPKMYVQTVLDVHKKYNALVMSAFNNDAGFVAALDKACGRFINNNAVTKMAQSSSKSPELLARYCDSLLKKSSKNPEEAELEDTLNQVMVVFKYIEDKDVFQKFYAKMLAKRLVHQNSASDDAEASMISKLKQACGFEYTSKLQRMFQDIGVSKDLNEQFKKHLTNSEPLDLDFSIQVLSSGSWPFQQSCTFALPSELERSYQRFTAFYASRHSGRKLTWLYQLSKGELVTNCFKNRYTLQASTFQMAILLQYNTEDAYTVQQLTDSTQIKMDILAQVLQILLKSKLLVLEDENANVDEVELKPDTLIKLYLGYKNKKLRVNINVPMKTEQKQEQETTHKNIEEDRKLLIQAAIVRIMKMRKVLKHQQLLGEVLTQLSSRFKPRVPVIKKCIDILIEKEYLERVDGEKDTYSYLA
Active calls of the source: *.

SMILES	RBX1-CUL1 inh
Cc1ccc2sc(-c3ccc(NC(=O)C4CC4)cc3)nc2c1	2
CCc1ccc(CNC(=O)C(CC)n2ccc3cc(S(=O)(=O)N4CCCCC4)ccc32)cc1 (stereo unspecified)	-2
CCc1ccc(-n2nc(CO)c(C(=O)NCc3cccnc3)n2)cc1	-2
Cc1ccc(NC(=O)CSc2nnc(COc3ccc4ccccc4c3)n2C)cc1Cl	5
O=C(CCc1ccccc1)NC1CC(=O)N(c2ccccc2)C1 (stereo unspecified)	2
Cn1c(=O)c2c(nc(NCc3cccs3)n2Cc2ccccc2)n(C)c1=O	10
COc1cc(C2CC(=O)N(Cc3ccc(F)cc3)c3ccccc3S2)cc(OC)c1OC (stereo unspecified)	-2
Cc1ccc(/C=N/n2c(-c3ccccc3)n[nH]c2=S)s1	-2
O=C(O)CC1(O)c2ccccc2C(=O)N1CCCN1CCOCC1 (stereo unspecified)	1
O=C(NC1CCCN(c2ccc(C(F)(F)F)cn2)C1)c1cnccn1 (stereo unspecified)	13
CCOc1ccc(-c2n[nH]c3c2CN(C(=O)c2ccnc(N)c2)CC3)cc1	10
CC1(C)CC(=O)C2C(=Nc3ccccc3N(C(=O)C(F)(F)F)C2c2ccccc2OCc2ccccc2)C1 (stereo unspecified)	6
CC(C)(C)OCC(O)CN1CCN(c2ccccc2)CC1 (stereo unspecified)	-7
CC1(C)Cc2cc(CNC(=O)C3CCC(=O)N(CCc4ccccn4)C3)ccc2O1 (stereo unspecified)	7
COc1ccc(-c2c(C(F)(F)F)oc3c(CN(C)C)c(O)ccc3c2=O)cc1	1
O=C1OC(c2ccccc2)c2ccc3ccccc3c21 (stereo unspecified)	-3
Cc1cccnc1C(=O)N1CCC(C2CCN(CCc3ccccc3)C2)CC1 (stereo unspecified)	2
COc1ccccc1C(=O)NC1=NC(c2ccc(Br)cc2)CC(=O)N1 (stereo unspecified)	-13
N=C1CC(=O)N2C(C(=O)Nc3ccccc3)=NN(c3ccccc3)C2=N1	9
Cc1ccc(CNC(=O)NC2COc3ccccc3C2)cc1 (stereo unspecified)	-12
COc1ccccc1OC(=O)COc1ccc(Cl)cc1	-1
O=C([C@@H]1C[C@@H]2C=C[C@H]1C2)N1CCC(C2(c3cccnc3)NC(=O)N(CCc3cccs3)C2=O)CC1 (stereo partly specified)	3
Cc1cc2c(cc1Br)NC(=O)C2=Nc1ccc(O)cc1	-13
CC1CCC2C(C1)NN(c1ccccc1)C2(C)C (stereo unspecified)	11
O=C(COc1nsnc1N1CCOCC1)N/N=C/c1ccccc1O	4
CCc1ccc2c(c1)C(C)(C)C1(C)NC(=O)CCN21 (stereo unspecified)	2
S=c1nc(-c2ccccc2Cl)n(Cc2cccnc2)c2c1CCCC2	-2
N#Cc1ccc(CSc2nnc(-c3ccc(Br)cc3)o2)cc1	-7
Cc1ccc(C)c(N2CCN(c3ncnc4c3nc3n4CCCC3)CC2)c1	8
CCOc1cccc(CNCCO)c1OCc1ccc(Cl)cc1	2
Cc1ccc(C(=O)Nc2ccccc2C(=O)OCc2cc(=O)n3nc(C4CC4)sc3n2)cc1	0
CCN(CC)c1nc(C)nc2ccccc12	1
CCc1csc(CNC(=O)c2ccc(N3CCSCC3)nc2)n1	-2
CSc1ccc(CNC(C)(C)C)cc1	-8
CC(C)=CCN1CCNC(=O)C1CC(=O)N(C)CC1CCOCC1 (stereo unspecified)	7
CC1CCN(S(=O)(=O)c2ccc(NC(=O)C(C)Oc3ccc(F)cc3)cc2)CC1 (stereo unspecified)	1
COc1ccccc1C(=O)N1CCN(Cc2nc(-c3ccoc3)oc2C)CC1	2
Oc1cccc(C2Nc3ccccc3-c3nnc(SCc4ccccc4)nc3O2)c1 (stereo unspecified)	4
COc1ccc(N2C(=O)C(=O)C(C(=O)c3ccc(Cl)cc3)C2c2ccc(OC)c(OC)c2)cc1 (stereo unspecified)	0
C#CC(C)(C)OCC(O)CN1CCN(C)CC1 (stereo unspecified)	3
CCOC(=O)C(NC(=O)c1ccccc1F)(Nc1cccc(C(F)(F)F)c1)C(F)(F)F (stereo unspecified)	0
CC(c1ccon1)N(C)Cc1c(C(=O)N(C)Cc2ccccc2)nc2ccccn12 (stereo unspecified)	1
Cc1ccc2c(c1)C(=O)C(=O)N2Cc1ccc(OCCC(C)C)cc1	-11
CC(C)(C)CN1CCC(Oc2ccc(C(=O)N3CCCC(O)C3)cc2Cl)CC1 (stereo unspecified)	-2
Cn1c(=O)c2c(N3CCOCC3)snc2n(C)c1=O	0
CNC(=O)Cc1ccsc1-c1ccccc1	-8
COc1ccccc1N1CCN(C(=O)Oc2ccccc2)CC1	-4
Cn1c(=O)c2c(nc(SCC(=O)O)n2Cc2cccc(Cl)c2)n(C)c1=O	0
O=C(CN1CCCCC1)Nc1nc(-c2ccccc2)cs1	1
CC(C)Oc1ccc(C(=O)N2CC(=O)Nc3ccc(F)cc3C2c2ccc(F)cc2)cc1 (stereo unspecified)	2

Next part
SMILES	RBX1-CUL1 inh
CCC(=O)NCC(c1ccc2c(c1)OCO2)N1CCN(c2ccccc2)CC1 (stereo unspecified)	-1
Cc1cccc(C(=O)Nc2nnc(S(=O)(=O)N3CCC(C)CC3)s2)c1	4
Cc1cccc(-c2nc(-c3ccc4c(c3)[nH]c(=O)n4C)no2)c1	1
COCCCN1C(=O)CC(CC(=O)N(C)Cc2n[nH]c3c2CCCC3)(c2ccccc2OC)C1=O (stereo unspecified)	16
CC(=O)c1cccc(NC(=O)C2C3C=CC(C4CC34)C2C(=O)O)c1 (stereo unspecified)	-4
COC(=O)C1C(c2ccc(OC)cc2)c2c([nH][nH]c2=O)CC1(C)O (stereo unspecified)	0
CC1(C)CC(NC(=O)CCc2ccccc2)CC(C)(CNC(=O)CCc2ccccc2)C1 (stereo unspecified)	0
Cc1ccc(N2CCN(S(=O)(=O)N3CCCCC3)CC2)cc1C	11
Cc1ccc(NC(=O)c2c(C)noc2C)cc1F	-6
Cc1cc(C)c(C)c(S(=O)(=O)NCc2ccc(C(=O)N3CCN(C)CC3)cc2)c1C	11
Cc1ccccc1CNC(=O)C(=O)NCC(c1cccs1)S(=O)(=O)c1ccc(Cl)cc1 (stereo unspecified)	1
CC(=O)c1cccc(NC(=O)CSc2nnc3scc(-c4ccc(Cl)cc4)n23)c1	2
Cc1ccc2c(c1Br)C1(C(=O)N2)c2c(c3ccccc3oc2=O)OC(=N)C1C#N (stereo unspecified)	4
COc1cc(C2c3c(-c4cc(C)ccc4O)n[nH]c3C(=O)N2CCCO)ccc1OCCC(C)C (stereo unspecified)	1
O=C(OCc1ccc2ccccc2c1)c1ccc(-c2nnc(-c3ccccc3)o2)cc1	8
O=C(Nc1ccc(F)cc1F)C(Cc1ccccc1)N1Cc2ccccc2C1=O (stereo unspecified)	1
COc1ccc(Nc2cc(C)nc3c(C)c(C)ccc23)cc1	7
O=C(c1ncn[nH]1)N1CCN(Cc2ccccc2)CC1	-1
Cc1csc(SCC(=O)N2CCC(CO)(Cc3ccccc3Cl)CC2)n1	5
N#Cc1ccc(C(=O)N/N=C/c2cn(Cc3ccccc3C#N)c3ccccc23)c(F)c1	12
COC(=O)C1=C(C)N(Cc2ccccc2)C(=O)NC1c1ccc(OCc2ccccc2)c(OC)c1 (stereo unspecified)	-7
CN1CCC(N2CCCC(C(=O)N(C)Cc3ccccc3)C2)CC1 (stereo unspecified)	-6
CC(C)(C)OC(=O)N1CCc2c(C(=O)NC3CC3)csc2C1	4
CC1N=C2C=CC=CN2C(=O)C1=NC(=O)c1ccccc1 (stereo unspecified)	-2
CC1=C(C(=O)Nc2ccc(F)cc2F)C2(CCCCCC2)OC1=O	-13
Cc1[nH]c2ccccc2c1CCN1C(=O)NC(=O)C2C1=NC(c1cccc(F)c1)=NC2(C(F)(F)F)C(F)(F)F (stereo unspecified)	-8
CN(C(=O)CC1(c2ccc(-c3ccccc3)cc2)CC(=O)N(C2CC2)C1=O)C1CCOCC1 (stereo unspecified)	2
Cc1ccc(NC(=O)c2nn(C)c3c2CS(=O)(=O)c2ccccc2-3)c(Cl)c1	1
COc1ccc(-c2[nH]ncc2CN2CCCN(C3CCCCC3)CC2)c(OC)c1	-2
Cc1sc(NC(=O)c2ccco2)c(C(c2cccc(Br)c2)N2CCOCC2)c1C (stereo unspecified)	3
COc1ccc(OC)c(NC(=O)c2ccc(-c3nc(COc4ccccc4)c(C)o3)cc2)c1	-2
CC(=O)CSc1nnc(Cn2c(-c3cccs3)nc(-c3ccccc3)c2-c2ccccc2)n1C	-1
CCC(C)NC(=O)c1cccc(NC(=O)c2nsc3ccccc23)c1 (stereo unspecified)	1
COc1ccc(OC)c(CCNC(=O)c2nn(C)c3c2CSc2ccccc2-3)c1	-3
O=C1Nc2ccc(Br)cc2/C1=C/c1cccs1	-2
CC(C(=NC(=O)c1ccccc1)C(=O)NC1CCCCC1)c1ccccc1 (stereo unspecified)	8
CCOC(=O)C1C(CS(=O)(=O)c2ccc(F)c(C)c2)=NC(=O)NC1c1ccc(F)c(F)c1 (stereo unspecified)	-2
CCn1c(SCc2ccc([N+](=O)[O-])cc2)nnc1-c1ccc([N+](=O)[O-])cc1	-5
CCc1cccc(C)c1NC(=O)C(Cc1ccc([N+](=O)[O-])cc1)N1C(=O)c2ccccc2C1=O (stereo unspecified)	1
CCOC(=O)N1CCN(CC(O)COc2cc(C)c(Cl)c(C)c2)CC1 (stereo unspecified)	-1
COc1ccc(C2=CC(=O)C(c3ccccc3)C(=O)N2c2ccc(OC)cc2)cc1 (stereo unspecified)	-4
CCOc1ccc(NS(=O)(=O)c2ccc3c(c2)C(=O)C(C(=O)N(C)C2CCCCC2)C=N3)cc1 (stereo unspecified)	1
COc1cccc(-c2nc3cc(NC(=S)NC(=O)c4cccnc4)ccc3o2)c1	7
O=C1c2cccc3cccc(c23)C(=O)N1CCN1CCN(C(=S)Nc2ccc(Cl)cc2)CC1	7
O=C(NCc1cccc(Br)c1)c1cccn1-c1nnc(N2CCCCC2)s1	-8
CCOC(=O)c1cn2cccc([N+](=O)[O-])c2n1	-3
COc1cc(NC(=O)CC(c2cccs2)N2Cc3ccccc3C2=O)cc(OC)c1OC (stereo unspecified)	2
CCc1ccc(Nc2nn3c(=O)c4cc5c(cc4nc3s2)OCO5)cc1	-5
COc1ccc(Nc2oc(/C=C/c3cccc(OC)c3)nc2C#N)cc1	6
CC(=O)c1ccc(NC(=O)c2nn(C)c3c2CS(=O)(=O)c2ccccc2-3)cc1	0

Carrying on:
SMILES	RBX1-CUL1 inh
COc1cc(S(=O)(=O)N2CCC(C(N)=O)CC2)c(OC)cc1Cl	1
CC(C)(C)c1cc(OC(=O)c2ccco2)ccc1OC(=O)c1ccco1	-8
COc1ccc(NC(=O)CCCN2C(=O)COc3ccc(C)cc32)cc1OC	-1
Cc1ccc(NC(=O)Cn2c(=O)n(Cc3nc(C)no3)c(=O)c3cc4c(cc32)OCO4)cc1	-1
COc1ccc(CCN(C)C2CCCN(Cc3nc4ccc(F)cc4[nH]3)C2)cc1OC (stereo unspecified)	12
CN(C)C(=O)Nc1ccc(CN2CCC(C(O)(c3ccc(C(F)(F)F)cc3)c3ccc(C(F)(F)F)cc3)CC2)cc1	-7
COc1ccc(CC2(CCC(=O)N3CCCC3c3nc4ccc(F)cc4[nH]3)CCC(=O)N2)c(F)c1 (stereo unspecified)	3
COc1ccccc1Cc1nc(C2CCCN(C)C2)cc(=O)[nH]1 (stereo unspecified)	1
COc1ccc2nc(Nc3ncccc3C(=O)O)sc2c1	12
C=CCn1c(SC(C)C(=O)N/N=C/c2cc([N+](=O)[O-])cc(OC)c2O)nnc1-c1ccc(Br)cc1 (stereo unspecified)	-7
CC1(C)CC(=O)C2C(=Nc3ccccc3NC2c2ccccc2O)C1 (stereo unspecified)	-1

Shown in markdown: two of the compounds above
| structure | RBX1-CUL1 inh |
| --- | --- |
| C=CCn1c(SC(C)C(=O)N/N=C/c2cc([N+](=O)[O-])cc(OC)c2O)nnc1-c1ccc(Br)cc1 (stereo unspecified) | -7 |
| Cc1ccc(NC(=O)Cn2c(=O)n(Cc3nc(C)no3)c(=O)c3cc4c(cc32)OCO4)cc1 | -1 |

In the list so far, 14 have a Cl atom.
SMILES	RBX1-CUL1 inh
Cc1ccc(NC(=O)CSc2nnc(COc3ccc4ccccc4c3)n2C)cc1Cl	5
COc1ccccc1OC(=O)COc1ccc(Cl)cc1	-1
S=c1nc(-c2ccccc2Cl)n(Cc2cccnc2)c2c1CCCC2	-2
CCOc1cccc(CNCCO)c1OCc1ccc(Cl)cc1	2
COc1ccc(N2C(=O)C(=O)C(C(=O)c3ccc(Cl)cc3)C2c2ccc(OC)c(OC)c2)cc1 (stereo unspecified)	0
CC(C)(C)CN1CCC(Oc2ccc(C(=O)N3CCCC(O)C3)cc2Cl)CC1 (stereo unspecified)	-2
Cn1c(=O)c2c(nc(SCC(=O)O)n2Cc2cccc(Cl)c2)n(C)c1=O	0
Cc1ccccc1CNC(=O)C(=O)NCC(c1cccs1)S(=O)(=O)c1ccc(Cl)cc1 (stereo unspecified)	1
CC(=O)c1cccc(NC(=O)CSc2nnc3scc(-c4ccc(Cl)cc4)n23)c1	2
Cc1csc(SCC(=O)N2CCC(CO)(Cc3ccccc3Cl)CC2)n1	5
Cc1ccc(NC(=O)c2nn(C)c3c2CS(=O)(=O)c2ccccc2-3)c(Cl)c1	1
CCOC(=O)N1CCN(CC(O)COc2cc(C)c(Cl)c(C)c2)CC1 (stereo unspecified)	-1
O=C1c2cccc3cccc(c23)C(=O)N1CCN1CCN(C(=S)Nc2ccc(Cl)cc2)CC1	7
COc1cc(S(=O)(=O)N2CCC(C(N)=O)CC2)c(OC)cc1Cl	1

Screening results from PubChem BioAssay.

Not all compounds are listed (hit frequency here may not be typical).
